Mot1-301 SUMO = yeast Mot1-301 growth rescue at high temperature, primary screen, SUMOylation pathway inhibitor project, S. cerevisiae, ATP luminescence, 38.5C; S. cerevisiae Mot1-301 growth rescue; percent above DMSO median, 100 means doubled; AID 2716, 2010; growth rescue, % at 18.8 µM; 320,000 tested, 1% active;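 active means every valid replicate shows activation above 250% relative to neutral control wells; inactive means the rest, any valid replicate at or below 250%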;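 further: OY570 slx delta 5 strain wells were the positive control but not used for scaling; some compounds called inactive have numbers as strong as hits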
PfHsp90 set2 = growth inhibition of PfHsp90-expressing yeast, primary screen, antimalarial PfHsp90 inhibitor project, S. cerevisiae, BacTiter-Glo luminescence, single point, set 2. BacTiter-Glo ATP, 48 h; yeast lacking PDR1 and PDR3 efflux regulators. inhibition, % at 9.4 µM. 310,000 tested, 0.32% active. AID 504621, 2011;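 active means every replicate shows inhibition above about 80%, whatever the replicate mean, limit read from the data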;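 further: 0% = DMSO neutral controls and 100% = 20 µM radicicol positive controls; yeast relying on Plasmodium falciparum Hsp90 in place of its own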
AddAB inh = growth inhibition of E. coli expressing H. pylori AddAB, primary screen, AddAB inhibitor project, absorbance; inhibition, % at 11.9 µM; 330,000 tested, 0.29% active; in the data active means inhibition above about 12%;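 further: 0% = vehicle wells of infected cells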
E coli growth = E. coli V3065 growth inhibition, primary screen, counter-screen for AddAB inhibitor project, absorbance, OD600. 18 h. 330,000 tested, 0.27% active. inhibition, % at 11.9 µM;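 active means inhibition above the campaign's mean inhibition across all tested compounds plus 3 SD, cut at about 9.9% in these data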;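 further: uninfected addAB+ strain grown without phage in ampicillin broth; 0% = DMSO wells and 100% = ciprofloxacin 0.95 µg/ml wells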
MOR-DOR inv ag = inverse agonists of MOR-DOR heterodimerization, primary screen, cell-based, luminescence. Mu-type opioid receptor (Homo sapiens) + Delta-type opioid receptor (Homo sapiens), …. 340,000 tested, 0.21% active. cell-based MOR-DOR heterodimer luminescence, inverse agonism. inhibition, % at 9.3 µM; in the data active means inhibition above about 22%, passing the limit was not always enough;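 further: 0% = cells with DMSO and 100% = wells without cells with DMSO; values of inactives mirror those of a sister screen read the other way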
PKA-R1A activ = activators of PKA-R1A holoenzyme, primary screen, biochemical, fluorescence polarization, Cy5-IP20, bovine R1A, mouse PKAc; 340,000 tested, 0.083% active; activation, % at 11.4 µM; PKA-R1A dissociation; scaled: DMSO 0%, 113 µM cGMP 100%;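 active means percent activation above the mean of all tested compounds plus 3 SD, cut at about 19% in these data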;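 further: higher means more PKAc released from R1A so a rise in polarization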
OPRM1-OPRD1 ag = agonists of OPRM1-OPRD1 heterodimerization, primary screen, cell-based, luminescence; cells; activation, % at 9.3 µM; 340,000 tested, 0.3% active; AID 504326, 2011; in the data active means activation above about 18%;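 further: 0% = vehicle-treated cells and 100% = reference agonist; values of inactives mirror those of a sister screen read the other way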
PKA-R2B activ = activators of PKA-R2B holoenzyme, primary screen, biochemical, fluorescence polarization, Cy5-IP20, human. activation, % at 11.4 µM. 340,000 tested, 0.079% active. cAMP-dependent protein kinase catalytic subunit beta (Homo sapiens) + cAMP-dependent …. PKA-R2B holoenzyme dissociation; R2B truncated from residue 108, S112A mutant; 0% DMSO only, 100% 113 µM cGMP;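 active means activation above a cutoff set at the mean over all compounds plus 3 SD, cut at about 18% in these data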;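 further: higher means more holoenzyme dissociation and a rise in polarization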
Target sequence (P31323 whole entry, looked up, other chains not shown, the tested form may be a part): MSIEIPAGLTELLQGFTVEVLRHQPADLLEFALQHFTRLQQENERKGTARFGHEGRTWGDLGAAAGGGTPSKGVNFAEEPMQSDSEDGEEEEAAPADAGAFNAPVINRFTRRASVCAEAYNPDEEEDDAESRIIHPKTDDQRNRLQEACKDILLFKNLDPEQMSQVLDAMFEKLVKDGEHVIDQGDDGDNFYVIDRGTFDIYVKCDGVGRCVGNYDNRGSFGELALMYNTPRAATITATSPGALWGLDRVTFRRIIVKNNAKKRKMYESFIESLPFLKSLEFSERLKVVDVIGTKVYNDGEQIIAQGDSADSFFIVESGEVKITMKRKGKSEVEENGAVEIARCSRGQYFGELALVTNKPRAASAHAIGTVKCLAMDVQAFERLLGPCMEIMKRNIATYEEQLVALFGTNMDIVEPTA
Tat export inh = E. coli Tat export inhibitors, primary screen, MC4100, TorA-mCherry reporter, fluorescence, single point; inhibition, % at 10 µM; 340,000 tested, 0.036% active; AID 488895, 2010;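 active means mean replicate inhibition at least 50% and at least half of replicates individually reaching 50%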;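 further: exported cargo escapes ClpAP degradation while cytoplasmic cargo is degraded and loses fluorescence; 0% = median of neutral control wells and 100% = median of NaSCN control wells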
phage Ecoli inh = growth loss of phage-infected E. coli, primary screen, RecBCD inhibitor project, absorbance, with phage, HTS; inhibition, % at 11.9 µM; 360,000 tested, 0.26% active; AID 651602, 2012; in the data active means inhibition above about 11%
HTR5A inv ctr = HTR5A inverse agonists in luminescence cell assay, primary screen, counter-screen for OPRM1-OPRD1 heterodimer inverse agonist project, full-deck HTS. AID 504634, 2011. 5-hydroxytryptamine receptor 5A (Homo sapiens), P47898. HTR5A cell line, inverse agonism. 340,000 tested, 0.083% active. inhibition, % at 9.3 µM; in the data active means inhibition mostly above about 23%, no sharp cut-off; inactive means mostly below about 18%;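 further: 0% = cells with DMSO and 100% = no-cell wells with DMSO; some compounds called inactive have numbers as strong as hits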
Target sequence (P47898 whole entry, looked up): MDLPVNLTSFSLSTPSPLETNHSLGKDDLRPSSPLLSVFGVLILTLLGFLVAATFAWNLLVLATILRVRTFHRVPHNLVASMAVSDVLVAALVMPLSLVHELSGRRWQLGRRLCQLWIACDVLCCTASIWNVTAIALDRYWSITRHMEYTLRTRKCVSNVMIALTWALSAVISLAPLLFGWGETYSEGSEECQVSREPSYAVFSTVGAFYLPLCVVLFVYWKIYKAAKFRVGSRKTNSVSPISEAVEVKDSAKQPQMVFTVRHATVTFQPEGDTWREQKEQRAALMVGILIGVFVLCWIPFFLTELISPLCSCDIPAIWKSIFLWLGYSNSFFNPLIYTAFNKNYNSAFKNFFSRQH
The depositor's hits bear a star; / = not tested or not shown.

SMILES | Mot1-301 SUMO | PfHsp90 set2 | AddAB inh | E coli growth | MOR-DOR inv ag | PKA-R1A activ | OPRM1-OPRD1 ag | PKA-R2B activ | Tat export inh | phage Ecoli inh | HTR5A inv ctr
COc1ccc(N2C(=O)CC(c3ccccc3)C2=O)cc1 (stereo not given) | 330 | 2 | 0.3 | -1.0 | 15 | 3 | -3.1 | -2 | 0 | 3.8 | -2
CN(C(=O)COc1ncnc2ccccc12)C1CCCCC1 | -6 | 10 | -0.3 | -1.1 | 19 | -14 | -4.9 | 0 | 25 | 3.0 | 5
Cc1cc(C)cc(OCC(=O)Nc2ccc(N3CCCCC3)cc2)c1 | / | 9 | 1.1 | -2.3 | -30 | -8 | 4.8 | 6 | -2 | 1.5 | 5
O=C(CNc1ccc(Br)cc1)c1ccc(O)cc1 | 9 | 28 | 0.7 | 1.6 | 3 | -7 | -0.5 | -10 | -1 | 2.3 | 5
O=C(NCc1ccccc1)C1=C[C@H](C2CC2)C[C@H](OCc2ccc(CO)cc2)O1 | -1 | 11 | 0.7 | -1.2 | 20 | -3 | -3.6 | 0 | -1 | 3.4 | 10
CS(=O)(=O)N(CC(=O)N/N=C/c1cc2c(cc1Br)OCO2)c1ccccc1Br | 558 | -7 | 4.3 | -2.9 | 0 | 0 | -0.1 | -2 | 15 | 1.6 | -33
O=C(CN1CCC(C(=O)c2ccc(Cl)cc2)CC1)Nc1ccc2c(c1)OCCO2 | 38 | 10 | 1.8 | -0.7 | -7 | -4 | 1.4 | 9 | 6 | 3.0 | 0
COc1ccc(NC(=S)NNC(=O)c2cccs2)cc1 | -8 | -1 | 0.8 | -1.5 | 24 | 1 | -4.4 | -10 | -1 | 1.2 | 18
Cc1c(C)n(CCCN(C)C)c2ncnc(Nc3ccccc3)c12 | 16 | -21 | -0.7 | -0.2 | -1 | -6 | 0.3 | -7 | -18 | 1.2 | -7
O=C(Nc1ccc(F)cc1)c1csc(Cc2ccccc2)n1 | 0 | -17 | 6.1 | 1.8 | 13 | 3 | -2.8 | -2 | 0 | 3.5 | 11
CNS(=O)(=O)c1cn(CC(=O)NCc2cccc(OC)c2)cc1S(=O)(=O)NC | -11 | 19 | 2.2 | 1.8 | 5 | 0 | -1.0 | -8 | -3 | 2.1 | -5
COc1cc(NC(=O)c2ccccn2)cc(OC)c1OC | 6 | -12 | 3.4 | 4.1 | -3 | -11 | 0.6 | -6 | -4 | 2.2 | 20
COCCN(CC1CCCN(C2Cc3ccccc3C2)C1)C(=O)CCC(N)=O (stereo not given) | 2 | 13 | -0.7 | -0.4 | 7 | 0 | -1.6 | 4 | 3 | -2.1 | -4
O=[N+]([O-])c1ccc(Cl)c(S(=O)(=O)Nc2ccc(-c3ccc(N4CCOCC4)nn3)cc2)c1 | -3 | -16 | 1.4 | -0.1 | -20 | -9 | 3.1 | -9 | 6 | 4.1 | -6
COCCNC(=O)c1ccc(Cl)c(S(=O)(=O)Nc2cccc(C)c2C)c1 | 5 | 7 | 3.1 | -0.8 | 19 | -14 | -3.5 | -6 | 7 | 2.0 | -20
Cc1nc(SCC(=O)NC2(C#N)CCCC2)n(CC(C)C)c1C | / | / | / | / | 16 | 7 | -2.5 | -1 | 3 | 3.8 | -28
Cc1cccn2c(=O)c(/C=C(\C#N)C(=O)NCc3ccco3)c(N3CCC(C(N)=O)CC3)nc12 | 97 | -2 | 1.6 | -0.7 | 2 | -5 | -0.5 | -9 | -8 | 4.2 | 18
C=CCN=C1S/C(=C/c2ccc([N+](=O)[O-])cc2)C(=O)N1CC=C | 1 | 2 | 0.3 | -0.9 | -3 | 11 | 0.6 | -2 | -6 | 1.5 | -8
COCCn1c(C)c(C)c(S(=O)(=O)c2ccccc2)c1N | -8 | -18 | -2.8 | -1.7 | 24 | -3 | -5.2 | -1 | -58 | 1.1 | -5
CC(C)(C)OC(=O)N1CCN(C(=O)c2[nH]cnc2C(=O)Nc2cccc(Cl)c2)CC1 | -15 | 17 | -0.3 | -2.0 | -4 | -9 | 0.7 | 7 | -7 | -1.2 | 6
O=C(COc1ccc(Cl)cc1)NCc1ccc(F)cc1 | 23 | -6 | 3.2 | 1.7 | -6 | 6 | 1.1 | 1 | 4 | 3.7 | -41
Cc1ccc(NC(=O)CSc2nnnn2-c2ccc3c(c2)OCO3)cc1C | 8 | 4 | 1.1 | 1.4 | -46 | 0 | 8.0 | -9 | 0 | 0.3 | 7
CCCCc1cc(=O)oc2c(CN(C)C)c(O)ccc12 | -2 | -10 | 0.0 | -1.2 | -8 | -3 | 1.4 | 1 | 2 | 2.6 | -20
Cc1noc(C)c1COc1ccc(C(=O)N2CCCC(C(F)(F)F)C2)cc1 (stereo not given) | 8 | 3 | 3.7 | 0.4 | 10 | -2 | -1.9 | 3 | 1 | 1.6 | -5
OCC[C@@H]1C[C@H](O)[C@@H](O)[C@]2(OCCc3ccccc32)O1 | 262 | 6 | 0.0 | 2.5 | 7 | 7 | -1.3 | -12 | 7 | 1.8 | 9

(list continues)
SMILES | Mot1-301 SUMO | PfHsp90 set2 | AddAB inh | E coli growth | MOR-DOR inv ag | PKA-R1A activ | OPRM1-OPRD1 ag | PKA-R2B activ | Tat export inh | phage Ecoli inh | HTR5A inv ctr
C/C=C/c1ccc(Oc2nnnn2-c2ccc(C(=O)O)cc2)c(OC)c1 | -3 | -2 | 0.6 | -3.6 | 2 | 1 | -0.4 | -9 | -11 | 1.0 | -14
C=CCSc1nc(-c2ccccc2)c(C#N)c(=O)[nH]1 | 8 | -15 | -1.8 | 2.2 | 2 | -8 | -0.3 | 4 | -6 | 0.9 | -9
Cc1ccc(-n2nnnc2/C=C\Nc2cc(C)on2)cc1 | 20 | -14 | 2.7 | 0.7 | 5 | -8 | -0.9 | -12 | -7 | 1.9 | -2
Cc1ccc(NC(=O)COC(=O)Cn2ccc(=O)[nH]c2=O)cc1C | 2 | -5 | -0.3 | -3.3 | 1 | -5 | -0.2 | 5 | 2 | 3.8 | -6
CCc1c(C(=O)N/N=C/c2ccsc2)csc1C | -3 | 0 | 3.7 | 1.7 | 2 | -15 | -0.3 | 4 | 15 | 3.2 | 17
COc1ccc(N2CC(NS(=O)(=O)c3cccnc3)CC2=O)cc1 (stereo not given) | 95 | -6 | 1.1 | 0.8 | 21 | -10 | -4.4 | 1 | -1 | -0.6 | 12
Cc1ccc(-c2csc3ncnc(NS(=O)(=O)c4ccc(Cl)cc4)c23)cc1 | -9 | 9 | 1.9 | -0.3 | 1 | 7 | -0.2 | 6 | -9 | 1.8 | 2
Cc1ccc(S(=O)(=O)NCCC(=O)Nc2ccc(C)cc2C(=O)c2ccccc2)cc1 | -6 | -2 | 1.6 | 0.3 | -13 | -2 | 2.5 | 9 | 5 | 2.9 | 7
COCCN(CCOC)C(=O)Nc1ccc(Cl)cc1 | -10 | -27 | 0.2 | -1.4 | 4 | -9 | -0.9 | 7 | 4 | 0.9 | -20
COc1cc2cncc(Cc3ccc(Cl)cc3)c2cc1OC | -12 | -5 | 1.3 | -1.2 | 18 | 8 | -4.4 | 2 | 5 | / | -1
COc1ccc(C(=O)NCC(=O)N/N=C/c2cccnc2)cc1 | 35 | -12 | 1.7 | 0.0 | 9 | -4 | -1.7 | -2 | -6 | -0.5 | -3
COc1cccc(OC)c1C(=O)OCC(=O)NCCCc1ccccc1 | 22 | 29 | -1.2 | 0.2 | 7 | -9 | -1.4 | -13 | 1 | -0.3 | -10
CCN(CC)S(=O)(=O)c1ccc(Cl)c(NC2=NCCCCC2)c1 | 12 | 1 | 1.8 | -0.3 | 7 | 2 | -1.4 | -4 | -7 | 0.5 | -10
Cc1c(NC(=O)CSc2nnc(-c3cccnc3)n2N)c(=O)n(-c2ccccc2)n1C | 7 | / | -0.9 | -0.3 | 7 | 0 | -1.9 | -4 | -6 | 2.4 | 4
COc1cccc2cc(C(=O)C3=C(O)C(=O)N(CCN4CCOCC4)C3c3cccs3)oc12 (stereo not given) | 44 | 2 | -5.8 | -4.8 | 26 | -6 | -4.5 | 4 | -5 | 1.5 | 10
Cc1ccc(C(C)(C)C)c(OCCOCCN2CCCC2)c1 | 19 | 2 | 0.6 | -0.2 | 5 | 5 | -0.9 | 4 | -6 | 4.6 | -14
Cc1ccc(OCC(=O)Nc2ccc(CN3CCOCC3)cc2)cc1C | -2 | -9 | -0.6 | -0.4 | -2 | 2 | 0.3 | -4 | 1 | 1.2 | -6
O=C(NCc1ccco1)c1ccc(-c2ccccc2Cl)o1 | -30 | 5 | -0.1 | 0.9 | 2 | -7 | -0.4 | -10 | 3 | 2.4 | 26
O=C(N/N=C/c1ccc(O)c(O)c1)N/N=C/c1ccc(O)c(O)c1 | -3 | 16 | / | / | 14 | 14 | -2.5 | 5 | 0 | -0.1 | -2
CCOC(=O)N1CCN(C(=O)c2cn(CC(C)C)c(=O)c3c2c2ccccc2n3C)CC1 | 5 | 4 | 0.6 | 2.0 | 9 | -10 | -1.6 | -2 | 8 | 1.1 | -10
C=CCn1c(-c2cc(-c3ccccc3)sc2N)n[nH]c1=S | -1 | 7 | 1.5 | 2.5 | / | / | / | / | 1 | 2.3 | /
COc1ccccc1OCCOCCN1CCCC1 | -8 | 6 | 0.5 | -2.4 | 10 | 4 | -2.1 | -9 | -1 | 1.8 | -10
CC(C)c1ccc(C(=O)N2CCN(CCO)CC2)cc1 | / | 2 | 3.2 | -0.1 | 11 | -1 | -1.9 | 0 | -3 | 2.9 | 11
CC(C)(C)NC(=O)N1CCN(c2nc3ccc(Cl)cc3s2)CC1 | 6 | -11 | -0.5 | -1.6 | -2 | 2 | 0.4 | -8 | -1 | 2.1 | -8
CN(CP(=O)(O)C(O)c1ccccc1)S(C)(=O)=O (stereo not given) | 935* | / | 0.5 | -0.7 | 2 | 1 | -0.5 | 2 | -5 | 0.2 | -11
CC1CN(C(=O)c2cc(S(=O)(=O)N3CCCC3)c(Cl)cc2Cl)CC(C)O1 (stereo not given) | -6 | 17 | 2.5 | -0.4 | -11 | 4 | 1.9 | -14 | 8 | 0.9 | 1
O=C(CSc1nc(N2CCCCC2)nc(N2CCCCC2)n1)N1CCN(c2ccccc2)CC1 | / | -23 | / | / | 1 | -1 | -0.1 | -4 | -1 | 2.0 | -6
O=c1c2ccccc2n2nnnc2n1-c1ccccc1 | -4 | -11 | 1.3 | 0.0 | 8 | 4 | -1.5 | 1 | 2 | 1.4 | -9

With a hit mark in Mot1-301 SUMO (from the list above):
Compound | Mot1-301 SUMO | MOR-DOR inv ag | PKA-R1A activ | OPRM1-OPRD1 ag | PKA-R2B activ | Tat export inh | phage Ecoli inh
CN(CP(=O)(O)C(O)c1ccccc1)S(C)(=O)=O (stereo not given) | 935* | 2 | 1 | -0.5 | 2 | -5 | 0.2

High-throughput results: PubChem, several laboratories
